# Source: PubChem
# TDP1 inh = blocks human tyrosyl-DNA phosphodiesterase 1; recombinant TDP1, AlphaScreen DNA substrate cleavage; 350,000 tested, 0.28% active; Q9NUW8; AID 485290; Potency, µM (series often up to 130 µM), without a hit: top-dose activity change, negative = inhibition, actives largely listed as inhibitors; note: nearly all actives have a fitted effect of over 40% in size
# Target sequence (Q9NUW8 whole entry, looked up): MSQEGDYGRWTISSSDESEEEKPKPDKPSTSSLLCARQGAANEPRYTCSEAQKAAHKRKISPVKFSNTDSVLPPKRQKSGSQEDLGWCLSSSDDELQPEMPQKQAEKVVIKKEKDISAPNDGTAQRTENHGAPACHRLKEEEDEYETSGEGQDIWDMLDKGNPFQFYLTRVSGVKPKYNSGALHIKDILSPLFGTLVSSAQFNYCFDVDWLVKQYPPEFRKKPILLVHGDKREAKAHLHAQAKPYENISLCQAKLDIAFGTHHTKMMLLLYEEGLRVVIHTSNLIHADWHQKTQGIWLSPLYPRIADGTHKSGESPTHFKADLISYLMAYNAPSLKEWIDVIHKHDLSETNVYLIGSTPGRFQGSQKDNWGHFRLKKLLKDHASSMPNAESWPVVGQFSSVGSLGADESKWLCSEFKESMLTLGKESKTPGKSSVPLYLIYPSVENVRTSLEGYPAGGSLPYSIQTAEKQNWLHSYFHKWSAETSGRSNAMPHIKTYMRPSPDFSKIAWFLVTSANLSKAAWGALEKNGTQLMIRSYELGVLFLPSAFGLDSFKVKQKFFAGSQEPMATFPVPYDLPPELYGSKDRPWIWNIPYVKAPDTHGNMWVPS
#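 Recombinant human Tdp1 (E. coli-expressed, 1 nM final) preincubated with compounds 15 min at room temperature, then 5'-biotin/3'-phosphotyrosine-FITC DNA substrate (15 nM final) added for 5 min. AlphaScreen beads (10 ug/ml final) added 10 min; cleavage lowers signal.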
# TDP1 cell noCPT = qHTS for Inhibitors of human tyrosyl-DNA phosphodiesterase 1 (TDP1): qHTS in cells in absence of CPT. DT40 Tdp1-/- hTDP1 cells, no CPT, ATP luminescence, 48 h. AID 686978, 2013. Potency, µM (highest dose often 46.2 µM), for inactives: at the top dose activity change, negative = growth inhibition, hits mostly inhibitors. 420,000 tested, 15% active; note: nearly all actives have a fitted effect of over 55% in size
#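 Luminescent ATP content (CellTiter-Glo) served as the growth readout. Knockout chicken DT40 cells expressing human TDP1 were exposed to compounds without camptothecin for a minimum 48 hr at 37 °C.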
# KAT2A inh = GCN5L2 (KAT2A) acetyltransferase inhibition. GCN5L2 HAT assay, ThioGlo1 CoA-SH fluorescence. Q92830. 390,000 tested, 0.21% active. AID 504327. Potency, µM (doses to about 58.9 µM), without a hit: top-dose activity change, negative = inhibition, actives largely listed as inhibitors
#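 qHTS, 1536-well. 20nM enzyme, pH 7.5 HEPES/EDTA/Tween-20 buffer; 15 min compound preinc., RT. Start: 75uM H3(1-25), 70uM AcCoA, 50uM ThioGlo1. Read Ex340/Em540 at t=0 (autofluorescence flag) and t=20 min.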
# * = called active by the depositor; ? = inconclusive; / = not tested or not shown; & = joins results of further samples; [ ] = another dose, or the depositor's remark. Calls come from the whole dose curve; as a rule, active = well fitted curve in the direction sought with a large enough effect; inconclusive = small, poorly fitted or top-dose-only effect, or another doubt; inactive = no such curve, though single readings can be large; an effect the other way counts as inactive or inconclusive. % is set by controls: 0 for no effect and ±100 for the full control effect; potency is the fitted concentration of half-maximal effect.
SMILES,TDP1 inh,TDP1 cell noCPT,KAT2A inh
CC(C)SC1=NC(C)(C)C=C(/C=C/c2c(Cl)cccc2Cl)N1,7%,?,-12%
Cc1cc(Cl)c(OCCCNC2CCCC2)c(Br)c1,/,?,3%
COc1ccc(/C=N/Nc2nonc2N)c(OC)c1,5%,-9%,1%
Cc1ccc(CSC2=NS(=O)(=O)c3ccccc32)cc1,-2%,11µM*,/
Nc1nnc(-c2cn(-c3ccccc3)nc2-c2ccccc2)o1,1%,?,-2%
CC(C)CCNC(=O)C1CCN(c2nnc(-n3cccc3)s2)CC1,-1%,-17%,2%
C1=C(CCNc2ncnc3c2[nH]c2ccccc23)CCCC1,7%,0.41µM*,-4%
CCOC(=O)N1CCN(C(=O)COc2cccc3c2CCN(CC)C3=O)CC1,5%,-10%,-4%
Cc1occc1C(=O)Nc1c(F)c(F)c(F)c(F)c1F,3%,-29%,-2%
O=C(Nc1cccc(Cl)c1)Nc1ccc(Br)cc1F,-5%,12µM*,2%
O=C(Nc1ccccc1C(=O)O)c1cccc(NS(=O)(=O)c2ccc(Br)cc2)c1,/,-26%,-8%
O=C(CN1C(=O)/C(=C/c2ccco2)SC1=S)Nc1ccc(O)c(C(=O)O)c1,-18%,0%,-35%
CCc1ccc(-n2nc(CO)c(C(=O)NCCCc3ccccc3)n2)cc1,-5%,-15%,-4%
CCc1ccccc1N1C(=O)c2ccccc2S1(=O)=O,1%,?,-7%
COc1ccc(S(=O)(=O)N2CCCC2)cc1OC,1%,?,-1%

# Record cards, as listed above.
# Cc1cc(Cl)c(OCCCNC2CCCC2)c(Br)c1 across the screens: TDP1 inh: /; TDP1 cell noCPT: ?; KAT2A inh: 3%
# CCc1ccc(-n2nc(CO)c(C(=O)NCCCc3ccccc3)n2)cc1 across the screens: TDP1 inh: -5%; TDP1 cell noCPT: -15%; KAT2A inh: -4%

# Later entries
SMILES,TDP1 inh,TDP1 cell noCPT,KAT2A inh
CCOC(=O)c1cnc(-n2nc(C)cc2C)nc1Oc1ccc(C#N)cc1,-1%,-27%,1%
NC(=O)C1CCN(C(=O)c2ccc(NC(=O)c3nsc4ccccc34)cc2)CC1,5%,?,-8%
O=C1Nc2ccccc2C12Nc1ccccc1-c1nc3ccccc3n12 (stereo unspecified),-5%,23µM*,-9%
CN(C)CCC(c1ccc(Br)cc1)c1ccccn1 (stereo unspecified),8%,?,2%&0%&-8%&5%
Cc1cc(C)nc(-n2ncc3c2CC(C)CC3=O)n1 (stereo unspecified),4%,2%,1%
COCCNC(=O)CCc1c(C)nc2nc(-c3cc(OC)cc(OC)c3)nn2c1C,5%,-19%,-4%
O=C(Nc1ccc(Cl)cc1C(F)(F)F)c1cc(S(=O)(=O)N2CCOCC2)ccc1F,-3%,?,14%
C=CCNC(=O)CCCc1ccccc1,2%,-11%,1%
Cc1ccc(OCCNc2cc(N3CCN(CCO)CC3)ccc2[N+](=O)[O-])cc1C,2%,29µM*,-3%
Cc1ccc2c(c1)c(=O)c(C(=O)c1ccncc1)cn2CC(=O)Nc1c(C)cccc1C,-2%,-15%,2%
CCOC(=O)C1=NOC(CNC(=O)c2ccccc2Cl)C1 (stereo unspecified),-1%,0%,-5%
CCn1nccc1C(=O)Nc1nccs1,2%,3%,-8%
CCCc1cnc(N2CCN(C(=O)c3ccc(F)cc3)CC2)nc1,/,?,-6%
COc1cccc(-c2nnc3sc(-c4ccccn4)nn23)c1,4%,23µM*,-3%
Cc1ccc(/C=N/NC(=O)C2CCN(Cc3ccc(F)cc3Cl)CC2)o1,0%,?,-10%

# Ordered by SMILES length (high to low): part of the list above
SMILES,TDP1 inh,TDP1 cell noCPT,KAT2A inh
O=C(Nc1ccc(Cl)cc1C(F)(F)F)c1cc(S(=O)(=O)N2CCOCC2)ccc1F,-3%,?,14%
Cc1ccc(OCCNc2cc(N3CCN(CCO)CC3)ccc2[N+](=O)[O-])cc1C,2%,29µM*,-3%
NC(=O)C1CCN(C(=O)c2ccc(NC(=O)c3nsc4ccccc34)cc2)CC1,5%,?,-8%
CCCc1cnc(N2CCN(C(=O)c3ccc(F)cc3)CC2)nc1,/,?,-6%

# (list continues)
SMILES,TDP1 inh,TDP1 cell noCPT,KAT2A inh
CCOCCCNC(=O)c1cc2c(=O)n(CC)c3ccccc3c2s1,/,?,14%
COc1cc(C2NC(=O)NC(C)=C2C(=O)OCc2ccc(C)cc2)cc(OC)c1OC (stereo unspecified),5%,?,3%
Cc1cc(C(=O)NC2CCCCC2)c(C)n1-c1ccc(F)cc1,0%,?,1%
CC12CCC(C(=O)Nc3ccc4c(c3)OCCO4)(OC1=O)C2(C)C (stereo unspecified),5%,-5%,2%
Cc1c(C)n(C)c2ccc(C(=O)NCc3cccc(F)c3)cc12,8%,16µM*,-14%
O=C(C1CC1)N1CCc2cc(S(=O)(=O)N(CCO)Cc3ccccc3)ccc21,9%[56.1 µM],23µM*,-2%
COc1cccc(-c2cc(C(=O)NC3CC3)c3ccccc3n2)c1,2%,?,-11%
COc1cccc(CNC(=O)Cn2ccc3cc(S(=O)(=O)N4CCCC4)ccc32)c1OC,0%&-3%,?,-2%&1%
CC(=O)N[C@@H](CSC/C=C(\C)CCC=C(C)C)C(=O)O,6%&4%&4%,-12%[4.12 µM],7%&7%
O=C(N1CCN(c2ccccn2)CC1)N1c2ccccc2Sc2ccccc21,7%,0.92µM*,-2%
CCOC(=O)C1C(=O)NC(N2CCN(Cc3ccccc3)CC2)=NC1c1ccco1 (stereo unspecified),0%,-8%,0%
CCc1ccc(S(=O)(=O)Nc2ccc3c(c2)n(C)c(=O)c(=O)n3C)cc1,7%,15µM*,-7%
Cc1cc(C)cc(NC(=O)CN2CCN(CCN=CC3=C(O)CC(C)(C)CC3=O)CC2)c1,1%,-9%,1%
CCCCN(CCCC)CCCNC(=O)c1ccc2nc(-c3ccccc3NC(C)=O)c(=O)[nH]c2c1,-5%,0%,0%
CCC(C)N(C(=O)CSc1ccc(NC(C)=O)cc1)C1CCS(=O)(=O)C1 (stereo unspecified),6%,-7%,-1%
Cc1c(C(=O)N2CCN(C3CCS(=O)(=O)C3)CC2)oc2c(F)cccc12 (stereo unspecified),0%,3%,-7%
O=C(O)c1ccc2c(c1)C(=O)N(C(Cc1ccccc1)C(=O)O)C2=O (stereo unspecified),4%,-6%,-2%
Cc1ccc2c(c1)sc1nc(=O)n(-c3cccc(Cl)c3)c(=O)n12,0%,?,-5%&-3%
Cn1c(=O)c2c(nc(CN3CCCCC3)n2Cc2c(F)cccc2Cl)n(C)c1=O,/,23µM*,2%
CCOC(=O)c1c(C)c(C)n(Cc2cccc(OC)c2OC)c1C,5%,23µM*,-3%
O=C(O)c1ccc(/C=C2/SC(=S)N(Cc3ccccc3)C2=O)cc1,/,18%,-11%
CCN(CC)CCCNc1oc(/C=C/c2ccccc2)nc1C#N,6%,?,0%
CCOC(=O)CN(C(=O)CSc1nnc(C)n1-c1ccccc1)c1ccccc1,4%,-1%,-24%
CCS(=O)(=O)N1CCN(C(=O)c2cccs2)CC1,-1%,-11%,-2%
CN(C)c1ccc(/C=N/n2cnn(Cc3ccccc3Cl)c2=S)cc1,6%,?,-17%
CCOc1ncccc1C(=O)Nc1cccc(S(=O)(=O)N2CCOCC2)c1,0%,-28%,-2%
Cc1c(C)c2ccc(OC(C)C(=O)NC3CC(C)(C)NC(C)(C)C3)cc2oc1=O (stereo unspecified),1%,?,-3%
O=C(NC1CCCC1)c1ccc(CS(=O)(=O)Cc2ccccc2F)o1,1%,-11%,-21%
CCn1cc(CNCc2ccc(OCC(O)CN(C)Cc3ccccc3)cc2)cn1 (stereo unspecified),5%,?,-2%
COc1cccc(C2C(C#N)=C(C)NC3=C2C(=O)CC(C)(C)C3)c1 (stereo unspecified),0%,?,-14%
COCCN(C(=O)CSc1nnc(-c2ccccc2F)o1)c1c(N)n(CC(C)C)c(=O)[nH]c1=O,-5%,-33%,-18%
Clc1ccc(Cc2ccc(SCc3ccccc3)nn2)c(Cl)c1,-12%,-15%,?
CC(C)COC(=O)N1CC(O)CC1C(=O)Nc1ccc2c(c1)OCO2 (stereo unspecified),-3%,-25%,-3%
C/C(CC(C)C)=N\Nc1ccc(S(N)(=O)=O)cc1[N+](=O)[O-],7%,?,-5%
Cc1ccc2nc(N3C(=O)C(O)=C(C(=O)c4ccc(C)o4)C3c3ccco3)sc2c1 (stereo unspecified),-9%,1%,-16%
CCOc1cc(C(=O)NCC2CCCO2)cc(OCC)c1OCC (stereo unspecified),0%,-19%,0%
CSc1nc(=O)n2cc(C)ccc2n1,0%,-13%,-4%
COc1ccc(C(C)=O)cc1COC(=O)C(CO)NS(=O)(=O)c1ccc(Br)cc1 (stereo unspecified),3%,-14%,-3%
CCOC(=O)c1ccc(NC(=O)CSc2n[nH]c(-c3ccncc3)n2)cc1,5%,-5%,-22%
CCCCC(=O)Nc1nc2c(OC)cc([N+](=O)[O-])cc2s1,3%,-29%,-11%
Fc1ccc(-n2ncc3c(N4CCC(Cc5ccccc5)CC4)ncnc32)cc1,8%,-21%,-6%
O=C(CCn1nc(-c2ccc(Cl)cc2)ccc1=O)NCc1cccnc1,4%,-13%,-1%
C/C(=C\c1cccc(Cl)c1Cl)C(=O)c1c(C)cc(C)[nH]c1=O,/,-15%,1%
Cc1ccccc1OCC1Cc2c(nc(N)c(C#N)c2N)O1 (stereo unspecified),3%,?,2%
Cc1ccc(NC(=O)CCn2c(=O)[nH]c3ccsc3c2=O)cc1,5%,-7%,-3%
CCCCCc1c2c(cc(O)c1C(=O)O)OC(=O)c1cc(C(=O)CCCC)c(OC)cc1O2,-5%&9%,-11%,?
CCc1ccc(NC(=O)CN2CCc3ccccc3C2)cc1,4%,?,-4%
Nc1ccc(C(=O)Nc2ccco2)cc1,-2%,-19%,-3%
COCCNC(=S)N1CCCN(c2nc3cc(C)ccc3cc2C#N)CC1,/,?,2%
CC1CCN(c2nc(-c3ccc(Br)cc3)nc3ccccc23)CC1,5%,?,-1%
COC(=O)c1cc(=O)c2c([N+](=O)[O-])ccc(OC)c2o1,-5%,-16%,-10%
COc1cccc(Cn2c(=O)cnc3cnc(N4CCOCC4)nc32)c1,/,?,-2%
CC1(C)C(=O)CC[C@@]2(C)C1CC(O)[C@@]1(C)C3=CC(=O)OC(c4ccoc4)[C@]3(C)CCC21 (stereo partly specified),14%[56.1 µM],?,6%
COc1ccc(-c2cn(-c3ccc(C)c(Cl)c3)c(=S)[nH]2)cc1OC,/,?,2%
COCCOC(=O)C1=C(C)N(Cc2ccccc2)C(=O)NC1c1ccc(OC)cc1 (stereo unspecified),7%,?,0%
COc1cc2c(cc1O)-c1ccccc1CN(C)C2,4%,3%[9.04 µM],/
CCOC(=O)c1n[nH]n2c1nc(=O)c1ccccc12,/,-29%,-11%
CC(C)NC(=O)CN1C(=O)CCn2nc(-c3cn(C)c4ccccc34)cc21,7%,-8%,-11%
CCOCCCNC(=O)c1ccccc1Br,1%,-6%,-4%
CC(CC(=O)N1CCN(S(=O)(=O)c2ccccc2)CC1)n1cncn1 (stereo unspecified),11%,-12%,-5%

# Going on with the list.
SMILES,TDP1 inh,TDP1 cell noCPT,KAT2A inh
O=C(CSc1nnc(Cc2cc(=O)[nH]c(=O)[nH]2)n1-c1ccccc1)NCC1CCCO1 (stereo unspecified),-11%,3%,1%
CN(C)c1ccc(C(=S)N2CCCCC2)cc1Br,5%,?,0%
CN(C)C1CCN(Cc2cc(COCc3ccccc3)c3cccnc3c2O)C1 (stereo unspecified),2%,/,-9%&3%
Cc1ccccc1-c1n[nH]c(=S)n1/N=C/C=C/c1ccco1,/,18µM*,-8%
CCc1noc(C)c1C(=O)OCC(=O)Nc1ccc(F)cc1Cl,0%,?,3%
CS(=O)(=O)N(CC(=O)NC1CCCCC1)c1cccc(F)c1,-5%,-8%,13%
CCOC(=O)c1sc(=N)n(-c2ccc(OC)cc2)c1C,7%,?,-8%
Cn1nc(/C=C/c2ccccc2)ccc1=O,4%,?,-5%
CCc1ccc(-c2cc(C)no2)cc1S(=O)(=O)N1CC(=O)Nc2ccccc21,4%,-14%,-3%
Cc1c(C(=O)O)oc2ccc(S(=O)(=O)NCCC3=CCCCC3)cc12,6%[56.1 µM],-16%,2%
CNC(=O)c1sc(Nc2cc(C)ccc2C)nc1C,5%,-18%,-2%

# Rewritten with two lines to a compound: part of the list above
# Sequence of screens – TDP1 inh | TDP1 cell noCPT | KAT2A inh
CN(C)c1ccc(C(=S)N2CCCCC2)cc1Br
→ 5% | ? | 0%
CN(C)C1CCN(Cc2cc(COCc3ccccc3)c3cccnc3c2O)C1 (stereo unspecified)
→ 2% | / | -9%&3%
Cc1ccccc1-c1n[nH]c(=S)n1/N=C/C=C/c1ccco1
→ / | 18µM* | -8%
CCc1noc(C)c1C(=O)OCC(=O)Nc1ccc(F)cc1Cl
→ 0% | ? | 3%

# This is a subset. The share of hits here may be higher or lower than overall.
